From PubChem
hgDAF-12 ag = agonists of H. glycines DAF-12 nuclear receptor; activation, % at 6.8 µM; HEK293 GAL4-hgDAF12 UAS-luciferase reporter, agonist luminescence; normalized to butyrate control; 370,000 compounds, 1.8% hits;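 active = activation above a cutoff set at the mean of all screened compounds plus 3 SD, cut at about 10% in these data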;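 also: 0% = DMSO wells and 100% = sodium butyrate wells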
ADAM10 inh = inhibits human ADAM10; O14672; recombinant ADAM10, EDANS/DABCYL FRET peptide cleavage, 3 h; inhibition, % at 7 µM; 370,000 compounds, 0.62% hits;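 active = inhibition above a per-campaign cutoff equal to the mean of compounds falling between control-based bounds plus 3 SD, cut at about 20% in these data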;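 also: 0% = DMSO wells while the 100% control is not disclosed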
PLCg1 inh = PLC-gamma1 (human) inhibition, primary screen. P19174. purified PLC-gamma1, fluorogenic substrate, fluorescence. inhibition, % at 12.2 µM. 370,000 compounds, 0.84% hits. AID 720700; in the data active = inhibition above about 9.5%
FXN GAA850 act = activators of GAA850 frataxin (FXN) promoter | AID 540364 | activation, % at 6 µM | 360,000 compounds, 0.56% hits | HEK293 lucGAA850 FXN promoter luciferase reporter, 24 h; percent of 10 µM SAHA response;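 active = activation above the average of all compounds screened plus 3 SD, cutoff fixed separately per campaign, cut at about 7.5% in these data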;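 also: 0% = DMSO wells and 100% = 10 µM SAHA wells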
PLCb3 inh = PLC-beta3 (human) inhibition, primary screen | Q01970 | Purified PLC-beta3, fluorogenic substrate, fluorescence | inhibition, % at 12.2 µM | 370,000 compounds, 0.18% hits; in the data active = inhibition above about 11%;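 also: 0% = median of compound wells on plate and 100% = full blocker control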
Target sequence (Q01970 whole entry, looked up): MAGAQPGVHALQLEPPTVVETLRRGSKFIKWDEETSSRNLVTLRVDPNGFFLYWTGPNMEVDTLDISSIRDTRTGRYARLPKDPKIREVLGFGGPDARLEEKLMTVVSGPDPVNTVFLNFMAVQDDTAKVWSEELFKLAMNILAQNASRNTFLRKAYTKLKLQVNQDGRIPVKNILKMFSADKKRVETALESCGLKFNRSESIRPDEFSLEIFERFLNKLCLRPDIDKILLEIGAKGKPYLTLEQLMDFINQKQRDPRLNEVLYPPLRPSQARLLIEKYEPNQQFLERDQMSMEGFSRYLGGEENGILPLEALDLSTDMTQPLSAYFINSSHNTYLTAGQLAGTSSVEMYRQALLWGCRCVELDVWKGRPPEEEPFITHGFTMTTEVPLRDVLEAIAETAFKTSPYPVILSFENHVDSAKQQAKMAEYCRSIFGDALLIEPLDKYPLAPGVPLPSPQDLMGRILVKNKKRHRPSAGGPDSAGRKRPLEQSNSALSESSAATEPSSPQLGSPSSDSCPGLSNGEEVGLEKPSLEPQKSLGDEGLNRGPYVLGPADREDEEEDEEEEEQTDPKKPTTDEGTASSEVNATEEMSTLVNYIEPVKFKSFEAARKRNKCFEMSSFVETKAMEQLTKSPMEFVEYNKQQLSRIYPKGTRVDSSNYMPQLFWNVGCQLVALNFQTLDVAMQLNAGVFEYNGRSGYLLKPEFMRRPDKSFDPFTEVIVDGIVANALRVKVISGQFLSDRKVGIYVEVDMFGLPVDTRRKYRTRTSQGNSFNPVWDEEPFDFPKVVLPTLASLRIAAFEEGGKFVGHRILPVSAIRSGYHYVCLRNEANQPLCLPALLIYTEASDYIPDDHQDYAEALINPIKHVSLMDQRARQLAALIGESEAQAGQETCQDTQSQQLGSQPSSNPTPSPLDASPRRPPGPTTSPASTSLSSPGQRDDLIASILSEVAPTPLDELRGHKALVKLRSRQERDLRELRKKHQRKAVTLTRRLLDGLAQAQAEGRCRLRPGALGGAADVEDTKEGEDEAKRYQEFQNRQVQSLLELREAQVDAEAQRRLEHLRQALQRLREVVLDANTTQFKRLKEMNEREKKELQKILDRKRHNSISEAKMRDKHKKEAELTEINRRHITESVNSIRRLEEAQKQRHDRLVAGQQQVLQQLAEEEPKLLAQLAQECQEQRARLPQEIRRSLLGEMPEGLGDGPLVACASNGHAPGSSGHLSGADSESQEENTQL
DAX1 inh-1 = blocks DAX1 repression of SF-1 activated StAR promoter; AID 652010; 370,000 compounds, 1.1% hits; inhibition, % at 6.8 µM; HEK293T StAR-luciferase reporter, SF-1/DAX-1 repression relief;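 active = inhibition above the mean over all tested compounds plus 3 SD, cut at about 3.6% in these data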;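 also: 0% = DAX-1 cells with DMSO and 100% = cells lacking DAX-1 with DMSO; higher inhibition means more luminescence from relief of DAX-1 repression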
ADAM17 inh = ADAM17 inhibition, QFRET primary screen. 370,000 compounds, 0.83% hits. P78536. recombinant ADAM17, EDANS/DABCYL FRET peptide cleavage. inhibition, % at 6.95 µM;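 active = inhibition above the mean of compounds lying between control limits plus 3 SD, set per campaign, cut at about 8.5% in these data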;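 also: 0% = DMSO-only wells as the low control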
HGIII-sPLA2 inh = Inhibits HGIII-sPLA2 liposome hydrolysis, primary screen; QFRET BODIPY PC-A2 liposome hydrolysis, fluorescence; inhibition, % at 12.2 µM; 370,000 compounds, 0.56% hits; AID 743126;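 active = inhibition above mean plus 3 SD of compounds lying within the high and low control bounds, cut at about 19% in these data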;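 also: 0% = median of test compound wells and 100% = no enzyme DMSO wells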
DAX1 inh-2 = NR0B1 (DAX1) inhibition; P51843; HEK293 Gal4-DAX1 luciferase reporter, luminescence; inhibition, % at 6.75 µM; 340,000 compounds, 0.99% hits; AID 504766;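 active = inhibition above the mean over all tested compounds plus 3 SD, cut at about 4.2% in these data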;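 also: 0% = DAX1-transfected cells with DMSO and 100% = empty-vector control cells with DMSO; inhibition shows as a rise in luminescence from relieved DAX1 repression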
hcDAF12 agonist = H. contortus DAF-12 activation, primary screen | HEK293 hcDAF-12 lit1-tk-luc reporter, luminescence; 0% DMSO, 100% Δ7-dafachronic acid | 370,000 compounds, 1.4% hits | activation, % at 6.8 µM;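 active = activation above the mean of all tested compounds plus 3 SD, cut at about 5.5% in these data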;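 also: 100% = response to 3 µM Δ7-dafachronic acid high control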
ssDAF-12 act = activators of S. stercoralis DAF-12 nuclear receptor | HEK293 ssDAF-12/GRIP1 lit1-tk-luc reporter, luminescence; % of 3 µM dafachronic acid response | activation, % at 6.8 µM | AID 652126 | 370,000 compounds, 1% hits;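 active = activation above the mean over all tested compounds plus 3 SD, cut at about 0.9% in these data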;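 also: 0% = DMSO-only wells and 100% = 3 µM delta7-dafachronic acid wells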
Active calls of the source: *; i = inactive; nt = no result given; & = joins results of further samples. This is a subset; rates above refer to the full screens.

1) NNC(=O)CP(=O)(c1ccccc1)c1ccccc1
2) COc1ccc(CN2CCN(C(c3ccc(F)cc3)c3ccc(F)cc3)CC2)c(OC)c1OC
3) NC(N)=NC(=O)Cc1c(Cl)cccc1Cl
4) O=C(Nc1ccc(C(=O)O)c(O)c1)c1ccccc1
5) Cc1cccc2c1NC(=O)/C2=C\C(=O)c1cccs1
6) COC(c1ccccc1)(c1ccccc1)C(Oc1nc(C)cc(C)n1)C(=O)O (stereo not given)
7) O=C1Cc2c([nH]c3ccc([N+](=O)[O-])cc23)-c2ccccc2N1
8) Cc1[nH]c2ccccc2c1/C=N/NC(N)=S
screen / no.,1,2,3,4,5,6,7,8
DAX1 inh-1,-1.0,-1.2,-0.1,0.3,-1.4,0.3,-2.2,0.6
PLCb3 inh,2,3,4,-6,-1,-2,-1,-7
ssDAF-12 act,-1.9,-1.4,-1.4,-1.1,-0.7,-1.4,-1.9,-1.0
ADAM10 inh,-12,12,-4,2,4,-12,-4,-4
hcDAF12 agonist,-1.0,-3.1,-0.1,-0.9,3.0,0.1,-3.4,-0.4
PLCg1 inh,-2,3,0,1,-1,2,0,6
HGIII-sPLA2 inh,2,-16,-1,3,11,8,-1,21*
ADAM17 inh,-6,2,-2,2,1,-1,-2,-3
hgDAF-12 ag,5.5,0.8,-3.3,2.4,-1.7,1.3,-1.0,-1.6
DAX1 inh-2,-0.1,-1.0,-0.2,0.8,-0.5,1.0,-2.6,-0.5
FXN GAA850 act,0.5,-8.4,1.4,1.8,2.7,0.9,-0.9,-0.4

9) COc1ccc(/C=C/C(=O)O)cc1
10) C=C1c2cccc(O)c2C(O)=C2C(=O)[C@]3(O)C(O)=C(C(N)=O)C(=O)[C@@H](N(C)C)[C@@H]3[C@@H](O)[C@H]12
11) Cn1c(=O)c2c(ncn2CCO)n(C)c1=O
12) CCCOC(=O)c1ccc(O)cc1
13) CC(=O)Nc1ccccc1
14) CCCCC1C(=O)N(c2ccccc2)N(c2ccccc2)C1=O
15) O=c1cc(-c2ccc(O)cc2)oc2cc(O[C@@H]3O[C@H](CO)[C@@H](O)[C@H](O)[C@H]3O[C@@H]3OC[C@](O)(CO)[C@H]3O)cc(O)c12
16) COc1ccc2nc(NC(=O)Nc3ccccc3)sc2c1
screen / no.,9,10,11,12,13,14,15,16
DAX1 inh-1,-0.6,1.5,0.0,0.8,-0.1,-0.7,0.1,11*
PLCb3 inh,5,-33,-3,1,0,1,-1,1
ssDAF-12 act,-0.9,-0.2,-1.3,-1.3,-1.2,-1.1,-1.0,0.6
ADAM10 inh,-1,-21,0,-14,2,-1,-3,-2
hcDAF12 agonist,0.1,-1.1,0.0,-0.2,-0.1,-0.8,-1.2,8.1*
PLCg1 inh,2,15*,1,2,1,-3,1,3
HGIII-sPLA2 inh,-1,0,12,-9,-1,-10,5,-32
ADAM17 inh,1,-3,-6,-2,-6,-2,-3,-3
hgDAF-12 ag,4.1,-2.4,0.8,2.2,-0.5,-2.5,-4.3,22*
DAX1 inh-2,3.7,3.0,-0.8,0.8,1.2,-0.2,0.7,0.0
FXN GAA850 act,-1.4,17*,0.0,-0.1,-1.4,0.4,-0.8,-1.4

17) Cc1cccc(C)c1NC(=O)C1CCCCN1C (stereo not given)
18) COc1cc2nc(N3CCN(C(=O)[C@H]4COc5ccccc5O4)CC3)nc(N)c2cc1OC
19) COc1ccc2ccc(=O)oc2c1
20) COc1ccc(/C=N/NC(=O)c2ccncc2)cc1OC
21) Cc1cc(C)cc(OCC2CNC(=O)O2)c1 (stereo not given)
22) CNc1c2c(nn1C)CCCC2
23) C[C@@H]1C[C@H]2[C@@H]3C[C@H](F)C4=CC(=O)C=C[C@]4(C)[C@@]3(F)[C@@H](O)C[C@]2(C)[C@@]1(O)C(=O)COC(=O)C(C)(C)C
24) CC1OC(CC(=O)O)CC2=C1C(=O)c1c(O)cccc1C2=O (stereo not given)
screen / no.,17,18,19,20,21,22,23,24
DAX1 inh-1,0.1,-0.1,-0.9,0.1,-0.4,-0.4&0.2,1.9,-6.3
PLCb3 inh,-7,-73,-31,-15,-1,-1&-2,4,-17
ssDAF-12 act,-1.0,-1.0,-1.2,-1.0,-0.9,-0.6&-1.5,-0.9,-3.5
ADAM10 inh,2,i,i,1,-17,9&-5,9,-18
hcDAF12 agonist,0.6,-2.1,-1.5,-2.0,0.5,-2.3&4.7,-1.8,-8.2
PLCg1 inh,3,-57,-27,-7,4,3&-1,7,-11
HGIII-sPLA2 inh,15,-12,9,-3,5,0&7,1,8
ADAM17 inh,-3,-274,-130,-3,-3,-4&-8,8,-4
hgDAF-12 ag,-4.0,0.3,-3.6,-2.2,0.8,-0.8&0.7,-2.1,-22
DAX1 inh-2,-0.3,-1.4,3.8,-0.4,0.4,0.3&1.0,0.8,-6.7
FXN GAA850 act,3.5,-0.3,0.9,2.6,0.7,-1.1&0.7,2.3,-16

Part of the list above, with values under each structure:
Fields – DAX1 inh-1 | PLCb3 inh | ssDAF-12 act | ADAM10 inh | hcDAF12 agonist | PLCg1 inh | HGIII-sPLA2 inh | ADAM17 inh | hgDAF-12 ag | DAX1 inh-2 | FXN GAA850 act
20) COc1ccc(/C=N/NC(=O)c2ccncc2)cc1OC
    0.1 | -15 | -1.0 | 1 | -2.0 | -7 | -3 | -3 | -2.2 | -0.4 | 2.6
21) Cc1cc(C)cc(OCC2CNC(=O)O2)c1 (stereo not given)
    -0.4 | -1 | -0.9 | -17 | 0.5 | 4 | 5 | -3 | 0.8 | 0.4 | 0.7

(continued)
25) CN(C)CCOc1ccccc1Cc1ccccc1
26) CCn1cc(C(=O)O)c(=O)c2cc(F)c(N3CCNCC3)nc21
27) Nc1ncnc2nc[nH]c12
28) C/C=C(/C)C(=O)OC1c2c(ccc3ccc(=O)oc23)OC(C)(C)C1OC(=O)/C(C)=C\C (stereo not given)
29) Nc1c2c(nc3ccccc13)CCCC2O (stereo not given)
30) O=c1ccn([C@H]2C[C@H](O)[C@@H](CO)O2)c(=O)[nH]1
31) COc1cc([C@H]2Oc3cc([C@H]4Oc5cc(O)cc(O)c5C(=O)[C@@H]4O)ccc3O[C@@H]2CO)ccc1O
32) COC(=O)C1=CO[C@@H](OC2OC(CO)C(O)C(O)C2O)[C@@H]2[C@@H](C)[C@@H](O)C[C@H]12 (stereo not given in full)
screen / no.,25,26,27,28,29,30,31,32
DAX1 inh-1,0.5,0.1,-0.7&1.7&1.1,-2.0,-1.0,-0.4,0.3,-1.0
PLCb3 inh,1,2,4&3&4,-1,-3,6,-16,7
ssDAF-12 act,-1.1,-1.0,-0.7&-1.3&-1.2,-1.7,-1.4,-1.5,-1.0,0.0
ADAM10 inh,10,-10,-6&-3&-15,-80,-22,-5,6,-12
hcDAF12 agonist,0.3,0.4,-1.5&-1.5&0.1,-3.1,-1.2,-1.2,-0.1,-1.9
PLCg1 inh,3,-5,1&3&2,-5,-2,2,-8,4
HGIII-sPLA2 inh,-10,11,2&0&6,3,6,3,-14,2
ADAM17 inh,-2,-5,-5&-5&-3,-13,-8,-1,0,2
hgDAF-12 ag,-0.9,-0.9,4.0&1.3&3.8,-3.5,-0.5,2.7,-0.3,2.3
DAX1 inh-2,0.7,3.4,0.3&1.0&-1.9,-0.8,0.9,1.5,-0.9,0.8
FXN GAA850 act,0.2,0.4,2.0&1.1&0.9,-2.4,1.2,-1.6,-1.5,-0.4

33) COc1c(O)cc2c(c1O)[C@@H]1OC(CO)C(O)C(O)[C@H]1OC2=O (stereo not given in full)
34) CCCCOc1ccc(CC(=O)NO)cc1
35) CCOC(=O)NNc1nncc2ccccc12
36) COc1ccc(-n2[nH]c3c(cnc4ccccc43)c2=O)cc1
37) COc1c(O)cc2c(c1O)[C@@H]1O[C@H](CO)[C@@H](O)[C@H](O)C1OC2=O (stereo not given in full)
38) O=C(O)/C=C/c1ccc(O)cc1
39) O=C(O)CNC(=O)c1ccccc1
40) CC(C)(CO)C(O)C(=O)NCCCO (stereo not given)
41) C/C=C(/C)C(=O)O[C@@H]1c2cc(OC)c(OC)c(OC)c2-c2c(cc3c(c2OC)OCO3)C[C@H](C)[C@]1(C)O
42) C[C@H]1c2cccc(O)c2C(O)=C2C(=O)[C@]3(O)C(O)=C(C(N)=O)C(=O)[C@@H](N(C)C)C3[C@@H](O)C21 (stereo not given in full)
43) CC12CCC(=O)C=C1CCC1C2CCC2(C)C1CC[C@]2(O)C(=O)CO (stereo not given in full)
screen / no.,33,34,35,36,37,38,39,40,41,42,43
DAX1 inh-1,1.0,-1.4,2.8,0.0,-0.4,1.2,1.1&0.5,-0.2,0.3,-1.9,-0.6
PLCb3 inh,-2,4,0,-2,8,2,-1&2,2,2,-39,-9
ssDAF-12 act,0.1,-1.6,-1.1,-1.1,-0.9,-0.8,-1.7&-1.4,-1.2,-1.0,-0.6,-1.1
ADAM10 inh,5,-9,-12,-3,7,-6,-11&3,-14,1,1,-2
hcDAF12 agonist,1.2,1.2,-0.2,0.9,0.7,0.4,-2.5&-0.4,-0.5,-1.1,-1.6,-1.2
PLCg1 inh,3,-1,-3,-3,7,1,-1&0,5,-1,-37,-4
HGIII-sPLA2 inh,2,1,-1,9,8,-3,6&5,15,0,4,7
ADAM17 inh,3,-5,-8,-1,3,0,-9&-4,-2,-4,4,-1
hgDAF-12 ag,4.4,-0.5,-0.5,3.7,1.2,-2.5,2.5&1.9,-0.8,0.3,2.1,-3.9
DAX1 inh-2,-1.7,0.9,0.3,nt,1.8,-0.5,-0.2,-0.4,-0.9,-0.3,0.8
FXN GAA850 act,-0.9,1.3,0.2,nt,2.6,1.1,1.5,-0.4,-4.0,16*,4.9

Entries shown so far that have an NH in an aromatic ring:
7) O=C1Cc2c([nH]c3ccc([N+](=O)[O-])cc23)-c2ccccc2N1
8) Cc1[nH]c2ccccc2c1/C=N/NC(N)=S
27) Nc1ncnc2nc[nH]c12
30) O=c1ccn([C@H]2C[C@H](O)[C@@H](CO)O2)c(=O)[nH]1
36) COc1ccc(-n2[nH]c3c(cnc4ccccc43)c2=O)cc1
screen / no.,7,8,27,30,36
DAX1 inh-1,-2.2,0.6,-0.7&1.7&1.1,-0.4,0.0
PLCb3 inh,-1,-7,4&3&4,6,-2
ssDAF-12 act,-1.9,-1.0,-0.7&-1.3&-1.2,-1.5,-1.1
ADAM10 inh,-4,-4,-6&-3&-15,-5,-3
hcDAF12 agonist,-3.4,-0.4,-1.5&-1.5&0.1,-1.2,0.9
PLCg1 inh,0,6,1&3&2,2,-3
HGIII-sPLA2 inh,-1,21*,2&0&6,3,9
ADAM17 inh,-2,-3,-5&-5&-3,-1,-1
hgDAF-12 ag,-1.0,-1.6,4.0&1.3&3.8,2.7,3.7
DAX1 inh-2,-2.6,-0.5,0.3&1.0&-1.9,1.5,nt
FXN GAA850 act,-0.9,-0.4,2.0&1.1&0.9,-1.6,nt
